Screens deposited in PubChem BioAssay by The Scripps Research Institute Molecular Screening Center.
TAAR1 agonist: human TAAR1 agonism | Q96RJ0 | CHO RD-HGA16 TAAR1, Fluo-8 calcium fluorescence; vehicle wells 0%, saturating PEA agonist 100% | activation, % at 3 µM | hit rate 0.99% among 360,000;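 active = activation above the mean activation of all test compounds in the run plus 3 SD, cut at about 38% in these data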
Target sequence (Q96RJ0 whole entry, looked up): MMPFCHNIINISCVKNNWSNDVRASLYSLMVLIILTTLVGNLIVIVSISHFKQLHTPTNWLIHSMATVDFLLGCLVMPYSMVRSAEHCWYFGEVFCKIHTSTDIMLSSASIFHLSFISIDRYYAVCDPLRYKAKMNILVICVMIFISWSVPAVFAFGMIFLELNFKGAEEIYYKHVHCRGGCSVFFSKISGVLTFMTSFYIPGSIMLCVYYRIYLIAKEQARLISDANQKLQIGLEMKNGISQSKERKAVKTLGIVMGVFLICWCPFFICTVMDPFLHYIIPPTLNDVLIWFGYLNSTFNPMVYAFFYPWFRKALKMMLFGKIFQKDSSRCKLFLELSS
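Assay system: CHO-derived RD-HGA16 cells with stable Gα16 and human TAAR1; timing: 17-24 h seeding, 75 min 37 °C dye, 30 min RT; read-out: % activation from peak over basal fluorescence ratio, DMSO-to-PEA scaled; measured by: kinetic Fluo-8 calcium fluorescence; benchmarks: low control DMSO, high control PEA (EC100); doses: 3 µM single concentration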
CHRM1 antagonist: human CHRM1 antagonism; CHO-K1 hM1, Fluo-8 calcium fluorescence, ACh EC80 antagonist; inhibition, % at 3 µM; hit rate 1.3% among 360,000;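 active = percent inhibition above its own plate's cutoff, namely the mean of that plate's compound wells plus 3 SD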;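 also: peak over basal fluorescence ratio during 140 s after agonist addition; 0% = ACh EC80 plus DMSO and 100% = DMSO alone without agonist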
Target sequence (P11229 whole entry, looked up): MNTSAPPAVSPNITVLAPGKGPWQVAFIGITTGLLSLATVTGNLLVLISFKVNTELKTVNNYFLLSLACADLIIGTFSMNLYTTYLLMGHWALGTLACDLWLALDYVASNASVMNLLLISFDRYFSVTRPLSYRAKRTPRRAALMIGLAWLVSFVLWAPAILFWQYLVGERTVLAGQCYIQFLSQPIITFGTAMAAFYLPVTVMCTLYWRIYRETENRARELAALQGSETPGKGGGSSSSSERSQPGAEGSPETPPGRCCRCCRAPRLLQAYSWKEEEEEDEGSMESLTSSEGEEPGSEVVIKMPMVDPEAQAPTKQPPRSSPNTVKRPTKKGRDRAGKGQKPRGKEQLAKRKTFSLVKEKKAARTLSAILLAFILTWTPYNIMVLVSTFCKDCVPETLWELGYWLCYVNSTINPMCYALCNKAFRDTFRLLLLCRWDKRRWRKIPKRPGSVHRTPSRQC
CHRM1 agonist: agonists of human M1 muscarinic receptor; P11229; CHO-K1 hM1, Fluo-8 calcium fluorescence, agonist mode; 0% DMSO, 100% acetylcholine EC100; activation, % at 3 µM; hit rate 0.33% among 360,000;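 active = activation above the run's mean compound activation plus 3 SD, cut at about 16% in these data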;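 also: peak over basal fluorescence ratio within a 140 s kinetic read after compound addition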
M1 PAM: potentiates human M1 receptor response to acetylcholine | hit rate 0.088% among 360,000 | activation, % at 3 µM | CHO-K1 hM1, Fluo-8 calcium fluorescence, ACh EC20; 0% = ACh EC20, 100% = maximal ACh | P11229; in the data active = activation above about 19%, passing the limit was not always enough
CHO parental Ca: signal in parental CHO cells, OX1R antagonist counter-screen | parental CHO-K1, ATP-induced calcium, Fluo-8 fluorescence | inhibition, % at 5.6 µM | hit rate 0.63% among 330,000 | AID 463079;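 active = inhibition above that plate's mean sample inhibition plus 3 SD, cut at about 26% in these data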;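 also: 0% = ATP-challenged DMSO wells and 100% = DMSO wells without ATP; some compounds past the cut are filed as inactive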
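Material: Parental CHO cells | Reagent: ATP | Compound dosing: Single nominal dose of 5.6 µM per compound | Detection: Intracellular calcium via Fluo-8 no-wash fluorescent dye | Read-out: % inhibition of ATP-induced calcium mobilization | Benchmarks: Low control ATP plus DMSO, high control DMSO only | Replicates: Singlicate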
CHO-K1 Ca antag: counter-screen for M1 antagonists: effect in parental CHO-K1 cells. ATP-induced calcium, Fluo-8 fluorescence. inhibition, % at 3 µM. hit rate 0.6% among 360,000. AID 602250;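 active = inhibition above a per-plate cutoff, the plate's mean sample inhibition plus 3 SD, cut at about 24% in these data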;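 also: 0% = DMSO plus EC80 ATP and 100% = DMSO alone without ATP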
M1 PAM parental: nonselective activator or artifact in parental CHO-K1 calcium assay | activation, % at 3 µM | hit rate 0.02% among 360,000 | ATP EC20, Fluo-8 calcium fluorescence; 0% at ATP EC20, 100% at ATP max | AID 602247;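 active = activation above the run cutoff, the mean activation of all test compounds plus 3 SD, cut at about 40% in these data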;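 also: peak over basal fluorescence ratio in a 140 s read after ATP addition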
M1 ag parental: nonselective activator or artifact in parental CHO-K1 cells. Fluo-8 calcium fluorescence; scaled to maximal ATP response, vehicle zero. hit rate 0.48% among 360,000. AID 602248. activation, % at 3 µM; in the data active = activation above about 15%;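 also: untransfected CHO-K1 host cells lacking M1 receptor as counterscreen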
TAAR1 antag: antagonists of human TAAR1; CHO RD-HGA16 TAAR1, Fluo-8 calcium fluorescence, antagonist; inhibition, % at 3 µM; hit rate 1.5% among 360,000; AID 624466;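 active = inhibition above a per-plate cutoff, the mean inhibition of test compounds on that plate plus 3 SD, cut at about 49% in these data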;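 also: 0% = DMSO plus EC80 beta-PEA response and 100% = DMSO alone without agonist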
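Material: RD-HGA16 CHO cells with stable hTAAR1 and Gα16; Dosing: single nominal final test compound concentration of 3 µM; Schedule: seeding 17-24 h prior, 75-min 37 °C, 30-min RT dye loading; Detection: kinetic Fluo-8 calcium fluorescence measurement; Measure: % inhibition from peak post-agonist over basal fluorescence ratio; Benchmarks: vehicle and agonist controls.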
* hit, by the source's call; . = not tested or not shown.

SMILES	TAAR1 agonist	CHRM1 antagonist	CHRM1 agonist	M1 PAM	CHO parental Ca	CHO-K1 Ca antag	M1 PAM parental	M1 ag parental	TAAR1 antag
NC(=O)c1cccc(NC(=O)Nc2ccc(Cl)cc2)c1	17	5	-3	-1	1	9	-6	-0.2	3
C/C(=N\NC(=O)c1ccc(Cl)cc1)c1cccc(NC(=O)c2cccnc2)c1	5	0	-2	-3	-1	1	-3	0.9	-10
COCc1cc(=O)oc2cc(NC(=O)c3ccc(C(C)(C)C)cc3)ccc12	.	0	-6	6	-8	-13	-18	0.2	.
CC(=O)c1ccc(NC(=O)CN2CCOCC2)cc1	9	5	-2	7	-10	-1	-1	-0.1	-13
CCOC(=O)c1c(C)c(C(=O)N2CCN(c3cccc(Cl)c3)CC2)c(C)n1C	9	0	-5	1	-30	-6	10	2.3	12
Cc1cc(NC(=O)C(C)Oc2ccc(Cl)cc2Cl)no1 (stereo not given)	-6	-6	-7	7	-19	-16	3	-0.9	-16
Cn1cccc1Cc1nnc(SCC(=O)Nc2ccc3c(c2)OCO3)n1CCc1ccccc1	1	-7	-6	3	-20	-7	24	1.2	-5
N#Cc1c(N)sc(=S)c2c1CCCCC2	5	-33	-1	10	-11	-5	18	0.1	10
COc1ccc(CNC(=O)C2CCN(S(=O)(=O)c3ccc4nc5c(c(C(=O)O)c4c3)CCCC5)CC2)cc1	0	-8	0	7	.	1	0	0.7	-14
CC(OC(=O)CSc1ccccc1)C(=O)NC1CCCCC1C (stereo not given)	0	-8	-3	8	.	-1	-8	0.2	-39
COC(=O)[C@@]1(Cc2ccccc2)[C@H]2C(=O)N(Cc3ccccc3)C(=O)[C@H]2[C@H]2CN=C(SCc3ccc(C)cc3)N21	.	-16	-2	6	-21	-6	19	1.1	.
C(=N\Nc1ccccn1)/c1ccc2c(c1)OCCO2	1	-4	-10	5	2	2	22	0.7	9
CC1(C(=O)N2CCC(CC3CC(c4ccc(Cl)cc4)=NO3)(C(=O)NCC3CCCCC3)CC2)CC1 (stereo not given)	16	-1	-6	5	-30	-19	6	0.2	8
C[C@@H]1CN([C@@H](C)CO)C(=O)CCCn2nncc2CO[C@@H]1CN(C)C(=O)CCC(F)(F)F	3	-10	-2	1	.	-7	17	0.9	-24
O=C(CSc1nnc(NC(=O)C2CC(=O)N(c3ccc(F)cc3)C2)s1)NCC1CCCO1 (stereo not given)	2	6	-2	-4	-9	-5	-6	0.5	-5
CCOc1ccc(N(C(=O)c2ccc(S(=O)(=O)N3CCCC3)cc2)C2C=CS(=O)(=O)C2)cc1 (stereo not given)	0	-2	-5	4	-6	-8	-5	0.4	-15
O=C1CS(=O)(=O)c2ccccc2N1	-1	-13	4	27	-7	-13	-8	0.6	13
Cc1ccc(NC(=O)c2cc(N3C(=O)C=CC3=O)ccc2Cl)cc1C	7	-12	-3	8	-4	-9	15	0.0	33
O=C(Cc1ccc(Cl)cc1)N1CCc2ccccc2C1	-1	4	-5	-2	-12	-6	-10	-0.2	-12
CCOC(=O)c1c(C)[nH]c(C(=O)OCC(=O)N2CCCC2=O)c1C	1	-8	-2	8	3	0	12	1.3	-26
CCOc1cc(CNCC(C)C)cc(Cl)c1OCc1ccccc1	16	-1	-8	-3	-24	-10	12	3.1	-18
COc1ccc(C(=O)N[C@H](C(=O)NCc2ccc(C)cc2)C(C)C)cc1	-1	-11	-8	12	-16	-18	-8	0.0	3
O=C(Cc1cccs1)N1CCCC(c2nc3c(nnn3Cc3ccc(F)cc3)c(=O)[nH]2)C1 (stereo not given)	8	6	-3	-3	-15	-7	-9	0.4	5
CCSc1nnc(NC(=O)CCN2C(=O)C3CCCCC3C2=O)s1 (stereo not given)	1	5	-2	4	-7	-11	6	0.0	11
Cc1ccc(C)c(C(C)NC(=S)NC2CCCCC2)c1 (stereo not given)	4	-3	-3	-3	.	-10	12	7.3	-28

Additional structures follow.
SMILES	TAAR1 agonist	CHRM1 antagonist	CHRM1 agonist	M1 PAM	CHO parental Ca	CHO-K1 Ca antag	M1 PAM parental	M1 ag parental	TAAR1 antag
CCOc1ccccc1N1CC(C(=O)Nc2ccccc2N2CCCC2)CC1=O (stereo not given)	5	-3	1	3	-18	-1	3	1.0	10
COc1ccc2[nH]c(=O)c(CN(CC3CCCO3)C(=S)Nc3ccccc3)cc2c1 (stereo not given)	7	-3	-4	4	-18	-12	19	1.7	15
Nc1n[nH]c2cccc(Cl)c12	0	-11	-4	5	-11	3	-7	0.2	1
Nc1[nH]ncc1-c1ccc(F)cc1	6	16	0	-8	-6	-11	24	0.2	0
Cc1ccc(NS(=O)(=O)c2cccc(C(=O)NNC(=O)c3cccn3C)c2)c(C)c1	0	-11	0	9	-22	-1	0	2.2	6
Cc1cccc(NS(=O)(=O)c2cccc(C(=O)N3CCN(C/C=C/c4ccccc4)CC3)c2)c1	8	32*	-6	-22	-13	-18	2	3.7	38
CCCn1nc2cc(C(=O)NCc3ccc(OC)cc3)ccc2c1OCC	-1	-11	-4	6	-2	-12	0	-1.0	3
COC(=O)c1c(NC(=O)Cc2cccs2)sc(C(=O)N2CCCCC2)c1C	14	-5	-3	2	-15	-5	4	1.7	15
CCOc1ccc(NC(=O)C2CCCN(S(=O)(=O)c3cccc4nsnc34)C2)cc1 (stereo not given)	22	-17	-8	8	-19	-16	19	0.4	12
CN(Cc1cn(Cc2ccccc2)nc1-c1ccc2c(c1)OCO2)Cc1nccn1C	10	13	-6	-3	-16	0	-4	-0.2	-1
O=C(COc1ccc2c(c1)oc(=O)c1ccccc12)NC(Cc1ccc(Cl)cc1)C(=O)O (stereo not given)	3	-5	-5	3	0	20	-18	0.2	-28
CCCCNC(=O)c1ccccc1NC(=O)c1ccccc1N(C)S(C)(=O)=O	19	16	0	-4	-12	16	-7	-0.1	0
Oc1ccc2ccccc2c1CNc1ccccn1	-3	-7	-7	5	-6	-6	9	0.3	20
N#Cc1ccc(C(=O)Nc2nc3ccccc3[nH]2)cc1	9	-9	-3	4	-1	-15	10	1.4	-16
Cc1ccc(CC(NC(=O)c2ccccc2)C(=O)NC(C)C(=O)O)cc1 (stereo not given)	8	-4	-5	6	0	-11	7	0.1	8
CCn1c(CNC(=O)c2ccccc2Cl)cc2ccccc21	4	-6	-3	4	-12	-4	16	1.2	-16
CCSc1nnc(NC(=O)c2cc(C)oc2C)s1	10	-3	4	5	-7	-30	5	-0.3	-15
CCOC(=O)CC12CN3CN(C1)CC(CC(=O)OCC)(C3)C2=O	5	2	-1	3	8	-9	12	0.2	-13
CCOc1ccc(C(=O)NNC(=O)CCNC(=O)c2ccc(Br)cc2)cc1OC	1	4	-4	4	-5	-11	-4	-0.1	-6
CCN(CC)c1ccc(/C=N/Nc2nc3ccccc3[nH]2)c(O)c1	-1	-1	-4	0	-7	-9	9	-0.3	-2
CCc1nc2c(OCCC3CCCCC3)cccn2c1N(C=O)Cc1ccccc1	4	-13	-7	3	.	10	12	-0.4	13
O=C(OCC(=O)N1CCN(c2ccccc2)CC1)c1ccc2ncsc2c1	4	3	-1	10	-5	4	13	0.5	-10
COc1ccccc1/C=C/c1onc(C)c1S(=O)(=O)N1CCC(C(=O)NC2CCCCCC2)CC1	1	-14	-4	6	-20	-17	-8	8.0	-42
CCOC(=O)c1sc(NC(=O)CSc2ncn(-c3ccccc3)n2)nc1C	-1	-9	-1	6	-21	-8	17	0.5	4
CC1CCCN(Cc2c(O)ccc3c(=O)c(-c4ccc(Cl)cc4)coc23)C1 (stereo not given)	0	2	-6	0	.	-5	8	4.7	-5

Reprinted from the part before: 3 compounds, followed by the next part.
SMILES	TAAR1 agonist	CHRM1 antagonist	CHRM1 agonist	M1 PAM	CHO parental Ca	CHO-K1 Ca antag	M1 PAM parental	M1 ag parental	TAAR1 antag
COc1ccccc1/C=C/c1onc(C)c1S(=O)(=O)N1CCC(C(=O)NC2CCCCCC2)CC1	1	-14	-4	6	-20	-17	-8	8.0	-42
CCOC(=O)c1sc(NC(=O)CSc2ncn(-c3ccccc3)n2)nc1C	-1	-9	-1	6	-21	-8	17	0.5	4
CC1CCCN(Cc2c(O)ccc3c(=O)c(-c4ccc(Cl)cc4)coc23)C1 (stereo not given)	0	2	-6	0	.	-5	8	4.7	-5
O=C(COc1ncnc2c(Cl)cc(Cl)cc12)NCCC1=CCCCC1	2	-6	-3	6	-10	-9	23	0.4	-3
CC(=O)NS(=O)(=O)c1ccc(NC(=O)c2cc3c(=O)n4ccccc4nc3s2)cc1	0	-2	-4	8	-8	-8	6	0.0	-19
NC(=O)C1CCN(C(=O)c2ccc3c(c2)S(=O)(=O)c2ccccc2C3=O)CC1	1	-9	-6	4	-6	-22	9	1.3	-13
Nc1nc(NC(=O)c2cccs2)nn1-c1ccccc1	8	-7	0	12	-21	-12	14	0.4	1
O=C(N/N=C/c1cc(Cl)cc(Cl)c1O)c1ccncc1	20	-1	13	2	9	-3	2	15*	24
COc1cc(C(=O)NNC(=O)c2ccoc2C)cc(OC)c1OC	1	-2	-3	13	6	-2	9	0.0	1
O=c1c2cc(N3CCOCC3)ccc2[nH]c(=S)n1CCc1ccccc1	1	-2	-6	5	-2	-12	12	0.5	-12
COc1ccc(C(=O)CN2C3=NCCCN3c3ccccc32)cc1OC	1	-6	-13	5	-4	-7	18	-0.4	-3
COc1ccc(Cc2nnc(SCC(=O)NCCc3ccccc3)o2)cc1	9	10	-4	-7	-15	-7	18	0.5	8
COCc1ccc(C(=O)N(C)CC2CCCN(CCc3ccc(OC)cc3)C2)o1 (stereo not given)	0	52*	-5	-22	-13	-12	-4	0.1	-35
O=C(C[C@H]1C[C@H](C(=O)N2CCCCC2)[C@@]2(CCc3ccccc3)c3[nH]c4ccc(Cl)cc4c3CCN2C1=O)NCc1cccc(C(F)(F)F)c1	5	-8	-2	5	-25	-2	1	0.5	-9
Cc1ccc(CONC(=O)c2ccc(C)cc2)cc1	4	-9	-2	14	-19	8	0	-0.4	-9
COc1ccc(-c2cc(C)no2)cc1S(=O)(=O)N1CCOc2ccccc21	-1	-10	-4	-2	-13	-11	8	1.6	-10
Nc1nonc1-c1nc2ccccc2[nH]1	9	-7	-3	6	-4	7	-1	-0.3	0
COc1ccc(N2CCN(C(=S)Nc3ccccc3OC)CC2)cc1	6	-15	1	11	-10	-6	2	0.6	-18
CCN(CC)c1ccc([N+](=O)[O-])cc1C(=O)O	-1	-8	-7	7	-6	-10	23	0.1	-9
Cc1noc(C)c1S(=O)(=O)N1CCN(S(=O)(=O)c2ccccc2C#N)CC1	3	-10	-5	13	3	-15	22	1.6	-16
CCOCCCNCC(=O)Nc1ccccc1N1CCOCC1	10	-15	-3	13	-13	-35	19	-0.2	0

Hits appear at their usual frequency, and some 4.4% of all compounds hit somewhere here.
